Bioassay records deposited in PubChem by several laboratories.
VIM-2 inhibitor = VIM-2 metallo-beta-lactamase inhibitors, primary screen, biochemical, epi-absorbance readout, Pseudomonas aeruginosa enzyme | purified VIM-2, nitrocefin hydrolysis, epi-absorbance fluorescence | inhibition, % at 5.6 µM | 290,000 compounds, 0.89% hits;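 active = inhibition above the mean of all tested compounds plus 3 SD, cutoff set per screening run, cut at about 7.5% in these data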;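 note: red hydrolysis product quenches plate fluorescence so inhibitors raise well fluorescence; 0% = enzyme with DMSO and 100% = DMSO without enzyme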
IMP-1 inh = IMP-1 metallo-beta-lactamase inhibitors, primary screen, biochemical, epi-absorbance readout, Pseudomonas aeruginosa enzyme; metallo-beta-lactamase IMP-1 (Pseudomonas aeruginosa); purified IMP-1, nitrocefin hydrolysis, epi-absorbance fluorescence; inhibition, % at 5.6 µM; 290,000 compounds, 0.45% hits; AID 1556, 2009;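 active = inhibition above the mean plus 3 SD of all compounds in the same screening run, cut at about 4.5% in these data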;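 note: 0% = IMP-1 with DMSO and 100% = DMSO wells lacking enzyme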
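System: Purified recombinant IMP-1 metallo-beta-lactamase enzyme | Measured by: Fluorescence quenching readout, ex 480/em 530 nm | Replication: Singlicate | Incubation: 15 min preincubation plus 25 min reaction at 25 °C | Evaluation: Percent inhibition from optical density relative to buffer-blank wells | Benchmarks: DMSO with and without IMP-1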
NALP1 inh = NALP1 inflammasome inhibitors in reconstituted yeast, colorimetric, S. cerevisiae, triplicate retest; AID 2071, 2009; S. cerevisiae NALP1/ASC/caspase-1 growth, X-gal OD620, 72 h; inhibition, % at 10 µM; 280,000 compounds, 0.61% hits; in the data active = inhibition mostly above about 24%, no sharp cut-off; inactive = mostly below about 32%; note: some compounds called inactive have numbers as strong as hits
p-CIP stab down = p/CIP-EGFP fusion destabilizers, primary screen, fluorescence, F442A cells; AID 1984, 2009; decrease of EGFP signal, % at 10 µM; 290,000 compounds, 0.01% hits; 16 h; Q05BA5;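 active = EGFP signal decrease of at least 30% at 10 µM or well 3 SD below plate mean, unless failing retest; inactive = the rest, including hits failing retest or dose response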; note: some compounds called inactive have numbers as strong as hits; many of its hits are not listed in these tables
GPR7 antagonist = GPR7 receptor antagonists, primary screen, cell-based, fluorescence, single concentration. GPR7-expressing cells, fluorescence antagonist assay. inhibition, % at 4.4 µM. 290,000 compounds, 1.1% hits. Neuropeptides B/W receptor type 1 (Homo sapiens), P48145; in the data active = inhibition above about 16%, passing the limit was not always enough;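 note: cells stimulated with the agonist NPW; 0% = agonist with vehicle and 100% = vehicle without agonist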
Target sequence (P48145 whole entry, looked up): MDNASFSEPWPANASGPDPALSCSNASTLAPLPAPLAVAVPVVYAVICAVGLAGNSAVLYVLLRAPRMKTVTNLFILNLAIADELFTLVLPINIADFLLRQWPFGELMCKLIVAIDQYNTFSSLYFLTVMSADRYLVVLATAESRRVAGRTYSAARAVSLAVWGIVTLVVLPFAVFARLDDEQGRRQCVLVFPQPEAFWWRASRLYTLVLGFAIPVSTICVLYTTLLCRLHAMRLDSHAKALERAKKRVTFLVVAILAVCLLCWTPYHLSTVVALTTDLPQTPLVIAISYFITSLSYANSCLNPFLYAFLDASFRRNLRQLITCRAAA
PHOSPHO1 inh = PubChem AID 1565. 290,000 compounds, 1.1% hits. inhibition, % at 13.3 µM. Phosphoethanolamine/phosphocholine phosphatase (Homo sapiens), Q8TCT1. recombinant PHOSPHO1, absorbance phosphatase assay; in the data active = inhibition above about 60%
Target sequence (Q8TCT1 whole entry, looked up): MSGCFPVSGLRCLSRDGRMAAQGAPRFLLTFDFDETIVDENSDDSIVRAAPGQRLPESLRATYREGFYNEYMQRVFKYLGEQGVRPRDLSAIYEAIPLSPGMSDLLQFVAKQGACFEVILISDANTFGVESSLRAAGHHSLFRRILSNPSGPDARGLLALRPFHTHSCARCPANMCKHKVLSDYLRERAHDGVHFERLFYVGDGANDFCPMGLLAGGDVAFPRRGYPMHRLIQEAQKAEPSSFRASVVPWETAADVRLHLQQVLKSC
IDE cell activ = human IDE activators in live cells, primary screen, fluorescence polarization, HEK cells, FAbeta-B substrate; Insulin-degrading enzyme (Homo sapiens), P14735; FAbeta-B cleavage; 0% vehicle, 100% cell-free pure enzyme wells; activation, % at 5.96 µM; 340,000 compounds, 0.073% hits;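 active = activation above the mean of all tested compounds plus 3 SD, set per screening campaign, cut at about 17% in these data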
IDE inh = human IDE inhibitors in live cells, primary screen, fluorescence polarization, HEK cells, FAbetaB substrate; FAbetaB cleavage; 320,000 compounds, 0.41% hits; inhibition, % at 5.59 µM; Insulin-degrading enzyme (Homo sapiens), P14735;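 active = percent inhibition above the average of all tested compounds plus 3 SD, set per screening campaign, cut at about 16% in these data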;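 note: IDE supplied by intact live HEK cells; FP after avidin binding of uncleaved biotin substrate so inhibition keeps polarization high; 0% = DMSO wells and 100% = 60 µM reference IDE inhibitor Ii1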
M18AAP inhibitor = PfM18AAP inhibitors, malaria aminopeptidase, primary screen, biochemical, QFRET, recombinant enzyme; M18 aspartyl aminopeptidase (Plasmodium falciparum 3D7); H-Glu-NHMec fluorogenic cleavage; inhibition, % at 7.35 µM; 290,000 compounds, 1.2% hits; AID 1822, 2009;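 active = inhibition above the campaign mean inhibition over all tested compounds plus 3 SD, cut at about 28% in these data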;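 note: 0% = plate median of test compound wells and 100% = 2 mM ZnCl2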
Starred values were filed as active, the others as inactive; · = not tested or not shown.

SMILES | VIM-2 inhibitor | IMP-1 inh | NALP1 inh | p-CIP stab down | GPR7 antagonist | PHOSPHO1 inh | IDE cell activ | IDE inh | M18AAP inhibitor
COCCCNC(=O)c1ccc(Cn2c(=O)c3ccccc3n(Cc3ccccc3C#N)c2=O)cc1 | -1.9 | -2.8 | -8 | -13 | -5 | 13 | -3 | -1 | -10
CCC(=O)N(Cc1ccc(S(N)(=O)=O)cc1)C1CC(=O)N(c2ccc(OC)cc2)C1=O (configuration not stated) | 1.6 | -1.7 | 27 | -8 | -5 | 6 | 7 | 3 | -3
O=C(Nc1ccccc1N1CCN(C(=O)c2ccc(Cl)cc2)CC1)c1cc2ccccc2o1 | -3.1 | -2.7 | -7 | -1 | -13 | -7 | 2 | 6 | 1
CC(C)c1ccc(C2C3=C(CC(C)(C)CC3=O)NC3=C2C(=O)c2ccccc23)cc1 (configuration not stated) | 0.8 | -1.2 | 15 | -1 | -8 | -13 | 6 | -9 | -1
O=C(Nc1ccccc1)Nc1nnc(CSCc2ccccc2Cl)s1 | -1.8 | -4.3 | 34 | 4 | -4 | -4 | 0 | -2 | 6
Cc1cc(NC(=S)NC(=O)c2ccco2)c2ccccc2n1 | 2.8 | -0.2 | -3 | 9 | -7 | -55 | 2 | -4 | 5
CCOc1ccc(NC(=O)CSCC(=O)O)cc1 | -1.5 | -3.6 | 20 | -11 | -7 | -20 | 8 | 9 | 7
C=CCN1C(=O)NC2(O)C(=O)c3ccccc3C12O (configuration not stated) | -2.1 | -2.9 | 28 | 4 | 3 | 7 | -3 | 3 | -4
COc1ccc(CCNC(=O)CCC(=O)Nc2ccccc2[N+](=O)[O-])cc1OC | -0.6 | -3.9 | 3 | -12 | -12 | 24 | 3 | 7 | -1
CC(=O)c1ccc(NC(=O)C2(S(=O)(=O)c3ccccc3)CC2)cc1 | -4.0 | -3.2 | -6 | -10 | -11 | 25 | 1 | 0 | 6
O=c1cc(N2CCN(c3ccc(F)cc3)CC2)[nH]c(=O)n1Cc1ccc(F)cc1 | -3.2 | -3.8 | 20 | 5 | -4 | 10 | 5 | 5 | 4
CCOC(=O)CCc1c(C)n(CC)c2ncnn2c1=O | 0.0 | -2.0 | 17 | -1 | -5 | 2 | 6 | -5 | 0
CC(NC(=O)NC1CCCCC1)C(c1cccs1)N1CCOCC1 (configuration not stated) | 0.7 | -2.2 | 6 | -9 | -7 | 24 | 2 | -2 | 2
NC1=NC2(CCCC2)N=C(Nc2ccccc2)N1 | -4.6 | -1.9 | 6 | 7 | -11 | -6 | 3 | 0 | 1
C=CCn1c(SCc2ccc(F)cc2)nc2c1c(=O)[nH]c(=O)n2C | 7.0 | -3.1 | 2 | 0 | -12 | 9 | 5 | 2 | -1
O=C(Nc1ccc(F)cc1F)c1sccc1SCc1cccc(C(F)(F)F)c1 | -2.5 | -1.8 | -10 | -15 | -2 | 3 | 6 | 0 | -2
CN(Cc1ccccc1)C(=O)c1nc2ccccn2c1CNCCOc1cccnc1 | -1.1 | -2.2 | 10 | -28 | -5 | 24 | 7 | 0 | -2
OCCNCCNCc1ccccc1OCc1ccccc1 | -6.6 | -3.0 | 7 | -13 | 5 | 44 | -3 | 1 | 1
Cc1cc(C(=O)Nc2ccc(F)c(Cl)c2)on1 | -2.7 | -4.1 | 4 | -15 | -3 | 5 | 4 | -2 | 2
CC1CCc2sc3c(c2C1)c1ncnn1c(=O)n3CC(=O)c1ccc(Br)cc1 (configuration not stated) | -1.6 | 2.9 | · | · | -4 | · | 5 | 1 | -3
COc1cccc(N2CCN(c3ccc(N4C(=O)CCC4=O)cc3[N+](=O)[O-])CC2)c1 | 1.1 | -2.7 | 24 | 10 | -3 | -26 | 5 | -1 | -5
CCOc1ncccc1C(=O)NCCCSc1ccccc1 | -1.0 | -2.6 | 17 | -7 | -9 | 34 | -1 | -3 | -7
COc1ccc(S(=O)(=O)N2CCN(Cc3ccc(Cl)cc3)CC2)cc1 | -2.3 | -0.2 | 11 | -8 | -8 | 35 | 6 | 0 | 3
CCOc1nc(-c2ccncc2)nc2ccccc12 | 0.6 | -0.4 | -7 | 4 | -18 | -10 | 1 | -3 | 0
COCCNC(=O)CSc1ccccc1C(=O)NC1CCCc2ccccc21 (configuration not stated) | -3.0 | -0.7 | 23 | 0 | -8 | 27 | -1 | 4 | 5

The last two compounds of the part above come first, to join the parts.
SMILES | VIM-2 inhibitor | IMP-1 inh | NALP1 inh | p-CIP stab down | GPR7 antagonist | PHOSPHO1 inh | IDE cell activ | IDE inh | M18AAP inhibitor
CCOc1nc(-c2ccncc2)nc2ccccc12 | 0.6 | -0.4 | -7 | 4 | -18 | -10 | 1 | -3 | 0
COCCNC(=O)CSc1ccccc1C(=O)NC1CCCc2ccccc21 (configuration not stated) | -3.0 | -0.7 | 23 | 0 | -8 | 27 | -1 | 4 | 5
O=C(NCc1cccs1)C1CC(=O)N(c2ccc(Cl)cc2)C1 (configuration not stated) | 0.5 | -2.8 | 9 | -1 | -7 | 45 | 2 | 0 | 3
COc1cc(-c2csc(N3CCOCC3)n2)cc(OC)c1OC | 2.5 | -1.2 | 22 | 0 | 2 | 25 | -3 | 3 | 3
Cn1c(=O)c(=O)n(C)c2cc(S(=O)(=O)N3CCCCC3)ccc21 | -1.3 | 0.5 | 10 | -9 | 6 | 28 | 6 | 4 | -2
O=C(COc1ccc(NC(=O)c2cccs2)cc1)c1ccc(F)cc1 | -0.1 | -1.8 | 8 | 1 | 4 | 5 | 4 | -1 | 4
Cc1ccc(S(=O)(=O)N(C)CC(=O)OCC(=O)NC(=O)NC(C)C)cc1 | 0.5 | 0.7 | 11 | 8 | 11 | 20 | 3 | 0 | 1
c1ccc(CN2CCC(N3CCN(Cc4ccc5c(c4)OCO5)CC3)CC2)cc1 | -0.4 | -1.2 | · | -2 | -12 | 20 | 2 | -5 | -7
Cc1ccc(SCC(=O)N(Cc2nc(-c3ccccc3)no2)C(C)C)cc1 | -1.7 | -2.6 | 9 | -11 | 11 | -34 | -6 | 6 | -1
CCc1ccc(C(=O)Cn2ncc(Cl)c(Cl)c2=O)cc1 | -1.9 | -1.3 | -20 | -2 | 15 | 25 | 6 | 2 | -10
O=C(NCCCn1ccnc1)C(=O)NCC1OCCCN1S(=O)(=O)c1ccc(Cl)cc1 (configuration not stated) | -1.1 | -0.6 | 13 | -2 | -3 | -6 | 3 | 0 | 0
O=c1cnn([C@@H]2O[C@H](CO)[C@@H](O)[C@H]2O)c(=O)[nH]1 | -3.8 | -5.0 | 14 | 3 | -11 | 11 | 0 | -1 | -5
CN(NC(=S)Nc1ccc(OC(F)F)cc1)C(=S)Nc1ccc(OC(F)F)cc1 | -1.1 | -2.7 | 9 | -9 | -11 | -20 | -9 | 6 | -2
CCSc1ccccc1C(=O)N=C1NC(=O)CC2C(=O)NCCN12 (configuration not stated) | -6.3 | -3.3 | 12 | 17 | -16 | -10 | 6 | 3 | 2
COc1ccc(/C=C(\C)c2nc(C)c(-c3ccccc3)c(=O)[nH]2)cc1 | -2.6 | -2.4 | 2 | -2 | -5 | 28 | 9 | 0 | 2
CC1CCc2c(sc(NC(=S)NC(=O)c3ccccc3)c2C#N)C1 (configuration not stated) | -0.4 | -0.9 | · | -6 | -4 | -5 | 2 | 1 | 3
Cc1cc(Cl)ccc1NC(=O)Cn1cncn1 | -0.9 | -3.3 | -22 | -6 | -3 | 52 | 6 | 1 | -9
Cc1ccc(N(C)S(=O)(=O)c2ccc(-c3cnc(C4CC4)o3)cc2)cc1 | -1.8 | -0.1 | 6 | -10 | 37* | 1 | 11 | 3 | -5
CCC(=O)Nc1cc(NC(=O)CSc2nnc(C(C)C)n2CC)ccc1C | 2.4 | -0.3 | 16 | -11 | 8 | -7 | 5 | 3 | 5
Cc1ccc(C(=O)Nc2nnc(S(=O)(=O)Nc3ccccc3C)s2)cc1C | -1.8 | -1.2 | 7 | -7 | 1 | 2 | 6 | 0 | -7
Cc1ccc(S(=O)(=O)c2nnn3c2nc(N2CCOCC2)c2ccccc23)c(C)c1 | 2.1 | 0.4 | -10 | -10 | -2 | 30 | -2 | 4 | -10
CC(C)=NNc1nc(-c2ccccc2)c(C)s1 | -3.0 | -2.5 | 3 | 6 | -18 | -2 | 1 | -2 | 12
CCC(C)NC(=O)CSc1ncnc2sccc12 (configuration not stated) | 1.2 | 0.0 | 14 | -4 | -8 | -16 | 3 | -3 | -4
COc1ccc(/C=N/c2oc(-c3ccccc3)cc2C#N)cc1 | 1.2 | -1.2 | 31 | -3 | 8 | 28 | -1 | 2 | 11
COc1ccc(OC)c(CNC(=O)C2CCC(=O)N2C(C)C)c1 (configuration not stated) | -3.0 | -2.1 | 20 | -3 | -15 | 37 | 4 | 0 | 0
CCn1c(-c2cc(-c3ccccc3)sc2N)n[nH]c1=S | -4.9 | -3.9 | -3 | -8 | -6 | 77* | · | 0 | 41*
CC(=O)Oc1ccc(C2C3=C(CC(C)(C)CC3=O)Nc3cc4c(cc32)OCCO4)cc1 (configuration not stated) | -2.7 | -2.1 | -7 | 5 | -1 | 41 | 6 | 4 | 1
Additional structures.
SMILES | VIM-2 inhibitor | IMP-1 inh | NALP1 inh | p-CIP stab down | GPR7 antagonist | PHOSPHO1 inh | IDE cell activ | IDE inh | M18AAP inhibitor
Cc1ccc(-c2nc3ccccc3c(=O)n2Cc2ccccc2)cc1 | 0.3 | -0.1 | 34 | -4 | 4 | -2 | 6 | 1 | -10
CCN(CC)S(=O)(=O)c1ccc(N2CCCCC2)c(NC(=O)/C(C#N)=C/c2ccc(OC)cc2)c1 | -3.6 | -2.6 | 33 | -4 | -6 | 1 | 3 | 4 | 0
CC(=O)c1sc(NC(=O)c2cccs2)nc1C | -1.8 | -2.3 | 14 | -1 | 0 | 15 | 3 | 4 | -1
CCOc1ccc(Nc2nc(Cc3nnc(SCC(=O)NC4CCCC4)n3C)cs2)cc1 | -8.4 | -4.1 | -15 | 8 | 3 | 47 | 5 | -1 | -2
O=C(OCC(=O)N1CCN(Cc2ccccc2)CC1)c1ccc(Cl)cc1 | -5.0 | -2.5 | 0 | -8 | -11 | 32 | 1 | 3 | 2
COc1cccc(-c2cc(C(=O)Nc3ccc(OC)c(OC)c3)no2)c1 | -0.4 | -1.7 | -2 | 7 | -5 | -6 | -4 | -3 | -1
CC1(C)CN=C(NC2CCCCC2)S1 | 0.6 | -0.9 | 7 | -9 | 10 | -4 | 2 | -4 | -9
COC(=O)c1cccc(C(=O)Nc2cnc3ccccc3c2)n1 | -2.6 | -2.3 | 0 | -6 | -5 | 10 | 7 | -3 | 15
CC1C(=O)N(c2ccc(S(=O)(=O)N(C)C)cc2)C1(/C=C/c1ccccc1)C(=O)NC1CCCC1 (configuration not stated) | 1.6 | -0.8 | 27 | -12 | -5 | 11 | 2 | -3 | -8
Cc1ccsc1CN(C)CC(=O)Nc1ccc([N+](=O)[O-])cc1Cl | -3.4 | -5.3 | 13 | -16 | 22 | 18 | 4 | 1 | 6
